Screens (PubChem BioAssay)
EPAC2 agonist: qHTS for Agonist of cAMP-regulated guanine nucleotide exchange factor 4 (EPAC2): primary screen. Rap guanine nucleotide exchange factor 4 (Homo sapiens), Q8WZA2. 360,000 tested, 0.079% active. EPAC2 activation, biochemical qHTS; response scale: 100% = 6.5 mM cAMP response. Potency, µM (titrated, usually from 154 µM), without a hit: at the highest dose activation, most hits filed as activators; further: potency means the concentration at half of the fitted maximal effect; nearly all actives have a fitted effect of over 50% in size
Target sequence (Q8WZA2 whole entry, looked up): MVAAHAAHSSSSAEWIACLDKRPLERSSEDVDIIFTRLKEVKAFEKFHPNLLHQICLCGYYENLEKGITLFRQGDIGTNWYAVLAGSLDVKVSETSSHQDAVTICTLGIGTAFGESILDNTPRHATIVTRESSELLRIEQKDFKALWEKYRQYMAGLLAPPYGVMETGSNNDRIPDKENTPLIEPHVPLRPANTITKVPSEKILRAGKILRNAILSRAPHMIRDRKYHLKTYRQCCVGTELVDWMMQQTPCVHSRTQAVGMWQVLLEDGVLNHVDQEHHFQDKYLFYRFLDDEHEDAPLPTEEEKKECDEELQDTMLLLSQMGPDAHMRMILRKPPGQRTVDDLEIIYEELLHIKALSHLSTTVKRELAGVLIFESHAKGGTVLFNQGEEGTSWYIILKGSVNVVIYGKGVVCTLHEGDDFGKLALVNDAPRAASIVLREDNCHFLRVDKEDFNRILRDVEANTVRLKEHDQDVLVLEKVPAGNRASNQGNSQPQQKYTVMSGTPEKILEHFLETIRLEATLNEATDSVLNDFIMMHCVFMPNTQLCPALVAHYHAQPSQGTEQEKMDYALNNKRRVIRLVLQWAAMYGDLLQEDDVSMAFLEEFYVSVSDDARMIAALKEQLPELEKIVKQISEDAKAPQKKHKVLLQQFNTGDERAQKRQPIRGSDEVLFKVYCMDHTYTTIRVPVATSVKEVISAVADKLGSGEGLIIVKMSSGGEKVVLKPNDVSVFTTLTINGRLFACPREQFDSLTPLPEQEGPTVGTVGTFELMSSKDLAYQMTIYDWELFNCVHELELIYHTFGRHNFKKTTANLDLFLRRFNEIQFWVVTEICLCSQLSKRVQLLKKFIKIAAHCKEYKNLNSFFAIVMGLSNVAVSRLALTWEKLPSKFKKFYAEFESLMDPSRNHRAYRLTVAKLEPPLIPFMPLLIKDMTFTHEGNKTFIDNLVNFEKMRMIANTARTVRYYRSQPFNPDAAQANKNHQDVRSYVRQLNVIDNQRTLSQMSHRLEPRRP
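Nucleotide exchange monitored as fluorescence drop when BODIPY-GDP leaves Rap1B. Reaction: 100 nM EPAC2, 250 nM RAP1B-BODIPY-GDP, 50 uM GDP, room temperature, kinetic read over 30 min. Activity expressed relative to 6.5 mM cAMP.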
TDP43 rescue: qHTS of TDP-43 Inhibitors; TDP-43 expressing yeast growth rescue, BacTiter-Glo, 24 h; Potency, µM (doses to about 46.1 µM), for the others: at the highest dose growth rescue (activation), hits mostly activators; 410,000 tested, 1.8% active; AID 652104, 2013; further: potency means the concentration at half of the fitted maximal effect; % of control where 0% means no effect; nearly all actives have a fitted effect of over 50% in size
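Yeast expressing TDP-43 (pregrown in raffinose, seeded at OD600=0.02 in galactose medium) exposed to compounds 24 hr at 30 deg C. Growth read by BacTiter-Glo luminescence; rescue of toxicity appears as increased signal.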
EPAC2 antag: qHTS for Antagonist of cAMP-regulated guanine nucleotide exchange factor 2 (EPAC2): primary screen; Potency, µM (titrated, usually from 114 µM), for the others: at the highest dose activity, negative = inhibition, hits mostly inhibitors; 360,000 tested, 0.18% active; Rap guanine nucleotide exchange factor 4 (Homo sapiens), Q8WZA2; EPAC2 GEF exchange of Rap1B-BODIPY-GDP, fluorescence; further: potency means the concentration at half of the fitted maximal effect; on the % scale 0 is the no-effect control and ±100 the full control effect; nearly all actives have a fitted effect of over 45% in size; many of its hits are not listed in these tables
DRD3 agonist: qHTS of D3 Dopamine Receptor Agonist: qHTS; D3R DiscoveRx beta-arrestin cells, luminescence, 90 min; max activation, %; 410,000 tested, 0.58% active; in the data active means max activation above about 30%; further: 0% is about no effect; mostly tested at two doses, the higher about 12 µM
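Agonist-mode cell screen: cells plated at 1500/well and incubated overnight at 37 °C, then exposed to library compounds for 90 min at 37 °C. Detection reagent was added for 30–60 min at room temperature, and luminescence was read.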
Abeta rescue: qHTS for compounds that reverse cellular toxicity of Amyloid beta (A-beta) peptide in yeast: Primary Screen | yeast expressing A-beta42, growth rescue, OD600, 48 h; response scale: 0% DMSO, 100% iron-clioquinol control | Potency, µM (titrated, usually from 46.1 µM), for inactives: at the top dose growth rescue, most hits filed as activators | 410,000 tested, 0.063% active; further: potency means the concentration at half of the fitted maximal effect; nearly all actives have a fitted effect of over 55% in size
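Yeast growth medium received pinned compounds, then yeast cells expressing toxic A-beta were added; plates incubated at 30 C for 48 hr. Growth read as absorbance at 600 nm, normalized to DMSO and equimolar FeCl3 plus clioquinol controls.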
FUS suppressor: qHTS for Suppressors of FUS Proteinopathy: Primary screen using FUS-linked yeast assay | 390,000 tested, 0.24% active | Potency, µM (top dose mostly 76.6 µM), for the others: at the highest dose growth rescue (activation), hits mostly activators | AID 1347120, 2019 | S. cerevisiae FUS-expressing, growth rescue, OD600, 24 h;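 further: potency means the concentration at half of the fitted maximal effect; plate controls were DMSO vehicle for no effect and reference control for full effect; nearly all actives have a fitted effect of over 55% in size; some results filed as inactive show a strong effect at the top dose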
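FUS-expressing yeast, raffinose-pregrown, induced in 2% galactose minimal medium at OD 0.005; compounds in a dilution series, 24hr at 30C. Growth restoration read as absorbance at 600 nm. CP55940 positive control, DMSO negative.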
D3 antag: qHTS of D3 Dopamine Receptor Antagonist: qHTS. D(3) dopamine receptor (Homo sapiens), P35462. D3R cells, DiscoveRx beta-arrestin luminescence, antagonist mode; stronger effect = lower value. max response, negative = inhibition, %. 360,000 tested, 2.5% active. AID 652054, 2013; in the data active means max response below about -50%; inconclusive means no clear call, values can overlap the other calls; further: on the % scale 0 is the no-effect control and ±100 the full control effect; mostly tested at two doses, the higher about 12 µM
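Cells expressing the human receptor were seeded at 1500 cells/well, incubated overnight at 37 degrees C in 5% CO2, then exposed to library compounds with dopamine controls for 90 minutes at 37 degrees C before luminescent detection.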
aSyn rescue: qHTS of alpha-syn Inhibitors | Yeast expressing alpha-synuclein, growth rescue, BacTiter-Glo, 24 h | Potency, µM (top dose mostly 46.1 µM), inactives show at the highest dose growth rescue (activation), usual class: activators | 370,000 tested, 0.14% active | AID 652106, 2013; further: potency means the concentration at half of the fitted maximal effect; % of control where 0% means no effect; nearly all actives have a fitted effect of over 65% in size
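Screening used galactose-induced yeast with toxic alpha-synuclein levels, exposed to compound for 24 hr at 30 deg C. Cell growth, read with BacTiter-Glo luminescence, gave the measured signal.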
Active calls of the source: *; ? = inconclusive; . = not tested or not shown; & = joins results of further samples; [ ] = another dose, or the depositor's remark. Unless noted, the call rests on the fitted dose curve; in most records, active means well fitted curve in the direction sought with a large enough effect; inconclusive means small, poorly fitted or top-dose-only effect, or another doubt; inactive means no such curve, though single readings can be large; an effect the other way counts as inactive or inconclusive. Some of the compounds tested; rates above refer to the full screens.

SMILES	EPAC2 agonist	TDP43 rescue	EPAC2 antag	DRD3 agonist	Abeta rescue	FUS suppressor	D3 antag	aSyn rescue
Cc1ccc(OCc2cc(C(=O)N(CCO)Cc3cccs3)no2)cc1C	12%	?	-10%	4	24%	29%	10	6%
CC[C@]12c3[nH]c4ccc(Cl)cc4c3CCN1C(=O)[C@@H](CC(=O)NC/C=C(\C)CCC=C(C)C)C[C@@H]2C(=O)N1CCN(C(=O)c2ccco2)CC1	-20%	28%	2%	2	17%	?	-7	0%
CCC(C)NC(=O)c1ccc([N+](=O)[O-])c(Cl)c1 (stereo unspecified)	-4%	19%	4%	0	16%	.	?	2%
COCC(=O)N(C)C[C@H]1Oc2cc(C#Cc3cccnc3)ccc2S(=O)(=O)N([C@H](C)CO)C[C@H]1C	3%	0%	-7%	2	5%	3%	2	-7%
O=C(NCC1CCCO1)c1ccc([N+](=O)[O-])s1 (stereo unspecified)	16%	-3%	-5%	-1	-17%	1%	-2	0%
COc1cc(NC(=O)c2ccc(=O)[nH]n2)cc(OC)c1OC	9%	-2%	2%	-3	-2%	-6%	7	0%
CN(CC(=O)Nc1ccc(F)cc1)C(=O)Cc1ccsc1	14%	9%	-6%	1	10%	4%	-13	-8%
CCOC(=O)c1ccc(CSc2nnc(-c3ccncc3)n2N)cc1	17%	1%	-13%	-2	16%	-9%	-8	1%
COc1cccc(N2CCN(c3ncnc4c3c(-c3ccccc3)cn4-c3ccc(C)cc3)CC2)c1	.	13%	.	4	-2%	1%	.	.
N#CCc1ccc(OC(=O)c2cnccc2C(F)(F)F)cc1	4%	12%	-1%	5	11%	12%	15	3%
CC1=NNC(=O)C1CC(=O)N/N=C(\C)c1ccco1 (stereo unspecified)	9%	-3%	13%	1	9%	15%	7	1%
Cc1cc2ccccc2c(=O)n1CC(=O)NCC(=O)N1CCN(c2ccccc2F)CC1	-6%	?	14%	-2	1%	35%	-8	5%
COc1cccc(-c2cc(C(=O)Nc3c(C)nn(Cc4ccccc4C)c3C)no2)c1	15%	-9%	2%	2	41%	10%	16	4%
CC(C)CCNC(=O)c1ccc2c(c1)N(C)C(=O)c1ccccc1S2	2%	2%&0%	-16%	-14&-15	27%&8%	?	-72*	20%
CCOc1ccc(NC(=O)N(C2CCCCC2)C2CCN(C(C)=O)CC2)cc1	-3%	22%	-4%	-6	3%	-13%	-20	-6%
Nc1cc(Nc2ccc(Br)cc2)nc(N)n1	-8%	-8%	5%	-8	-58%	22%	55	-20%
CC(=O)Nc1ccc(-c2ccnc3c2CC(C)(C(=O)Nc2ccc(F)c(Cl)c2)O3)cc1 (stereo unspecified)	6%	?	-5%	8	-28%	?	1	-31%[inhibitor]
C=CCNS(=O)(=O)c1sccc1/C=N/O	6%	5%	-4%	-7	-14%	15%	-11	-1%
Cc1cccc(C)c1NC(=O)CSc1nnc(Cc2ccccc2)o1	6%	-16%	3%	1	13%	5%	-16	0%
CNc1cccc(-c2ccc(C(=O)N3CCOCC3)cc2)n1	3%	2%	10%	2	-5%	-23%	5	-6%
COC(=O)c1c(C(=O)OC)c(-c2cccc(Cl)c2)n2c1CS(=O)C2 (stereo unspecified)	2%	-29%	-2%	14	-4%	13%	9	2%
Cc1cccc(C)c1NC(=O)CN(C)CC(=O)c1c(N)n(Cc2ccccc2)c(=O)n(C)c1=O	-9%	-4%	6%	-3	-1%	3%	-11	-5%
Cn1c(=O)n(CCOc2ccccc2Cl)c2ccccc21	0%	-22%	-5%	-6	3%[9.22 µM]	14%	-19	?
CCn1c(=O)cc(SCC(=O)Nc2ccc3c(c2)OCCO3)c2ccccc21	11%	-13%	-5%	16	8%	31%	26	1%
CNC(=O)COC(=O)c1ccc(Cl)c(S(=O)(=O)N2CCCC2)c1	6%	-14%[9.22 µM]	4%	6	0%	6%	3	-5%
CCOC(=O)C1(Cc2ccc(Cl)cc2)CCN(Cc2cnc(N)nc2)CC1	6%	-33%[inhibitor]	5%	-7	7%	2%	4	4%
S=C(Nc1ccc(Cl)cc1)c1nc2ccccc2[nH]1	-6%	?	0%	3	26%	.	-25	-32%[inhibitor]
COc1ccc(C(C)(O)c2nc(-c3ccoc3)cs2)cc1 (stereo unspecified)	0%	42%	-11%	2	15%	-5%	10	8%
CCOC(=O)N1CCN(C(=O)CSc2ccc3nnc(CCNC(=O)c4ccccc4)n3n2)CC1	12%	2%	6%	4	-3%	10%	8	0%
C=CCCN(Cc1ccccc1)S(=O)(=O)c1cc(Br)ccc1Br	9%	7%	-20%	18	18%	-8%	-18	-6%
Cc1ccc(C)c(NC(=O)c2cnn3ccccc23)c1	1%	?	21%	-5	-7%	16%	-11	5%
C/C(=C\C=C\c1ccccc1)C(=O)c1c(C)cc(C)[nH]c1=O	5%	19%	0%	1	3%	15%	-3	2%
O=C1CC(C(=O)Nc2ccc(Cl)cc2[N+](=O)[O-])C2(CCCCC2)O1 (stereo unspecified)	1%	18%	-7%	-3	-6%	.	-13	-1%
CCN(CC)CCNC(=O)c1cc(Nc2ccc(OC)c(OC)c2)nc2ccccc12	5%	-8%	-4%	-8	6%	-3%	-27	0%
COc1ccccc1OCc1cc(C(=O)N2CCCC(OCc3cccnc3)C2)no1 (stereo unspecified)	-3%	4%	0%	-6	-17%	9%	-15	0%
CSc1nnc(C(C)c2ncc(C(F)(F)F)cc2Cl)n1C (stereo unspecified)	-5%	-27%[9.22 µM]	-2%	-1	-13%	1%	2	1%
Cc1c(Cl)c([N+](=O)[O-])nn1CCCC(=O)NC(C)c1ccccc1 (stereo unspecified)	2%	1%	-2%	-4	5%	-6%	8	1%
CC(=O)Nc1ccc(NC(=O)c2cc[n+]([O-])cc2)cc1	13%	-16%	-3%	1	5%	6%	-21	-3%
COc1ccc(S(=O)(=O)N2CCN(C)CC2)cc1NC(=O)c1ccccc1F	8%	-14%	7%	3	-5%	-10%	3	0%
Cc1ccc(NC(=O)CSc2nnc(-c3ccco3)c(-c3ccco3)n2)cc1	7%	-3%	-6%	-1	0%	?	-60*	8%
CCn1nc(C)c(NC(=O)c2ccc(Cl)cc2)c1C	7%	-9%	8%	-2	-4%	-24%	-8	-3%
CN(C)C(=O)CN1CCN(C(=O)CCl)CC1	-1%	14%	6%	-2	10%	-8%	11	-4%
O=C(C[C@@H]1C/C=C\C[C@@H](Cc2ccc(F)cc2)C(=O)OC[C@H]2CCCN2C1=O)NCCO	8%	21%	-4%	4	2%	?	26	-1%
COc1ccc(Br)cc1CN1CCSCC1	6%	-14%	10%	-5	-2%	-3%	18	6%
CCOC(=O)c1c(C)[nH]c(C)c1C(=O)COC(=O)/C=C/c1cccc(Cl)c1	10%	?	-9%	4	11%	.	-4	-2%
CCN(C1CCCCC1)S(=O)(=O)CCNC(=O)c1ccc2c(c1)OCO2	1%	16%	2%	21	3%	3%	14	8%
CC(C)NC(=O)c1cc2cc(Br)ccc2oc1=O	5%	-12%	-8%	0	-11%	16%	-27	1%
COC(=O)COc1ccc(S(=O)(=O)N2CCOCC2)cc1C	0%	-38%[inhibitor]	13%	-11	4%	10%	-8	-16%
C=CC[N+]1(CC(=O)NCc2ccc(NC(C)=O)cc2)CCOCC1	13%	-1%	3%	4	-7%	-17%	6	-5%
CCCCN1C(=O)c2ccc(C(=O)Nc3ccc(S(=O)(=O)N(C)C)cc3)cc2C1=O	10%	7%	-4%	5	17%	-11%	9	-6%
CCOCc1nnc(NS(C)(=O)=O)s1	3%	24%	-5%	-4	0%	11%	-3	0%
Cc1oc2nc(SCC(=O)N3CCCCC3)nc(N)c2c1C	-8%	5%	0%	-14	20%	2%	-7	1%
O=C(c1ccc(Cl)cc1)N1C2C=CC(C2)C1(C(F)(F)F)C(F)(F)F (stereo unspecified)	-6%	1%	9%	0	-18%	-22%	15	-7%
COc1ccc(NS(=O)(=O)c2cccc(C(=O)N3CCCC(C)C3)c2)cc1 (stereo unspecified)	2%	0%	-11%	0	-9%	11%	12	1%
CC(C)(C)c1cc(NCCCn2ccnc2)n2ncc(-c3ccccc3)c2n1	-5%	-2%[1.82 µM]	?	10	-31%[inhibitor]	24%	4	-12%
Cn1c(Cn2c(=O)sc3ccccc32)nnc1SCc1cccnc1	7%	26%	4%	6	-9%	-14%	-5	0%
CN1CCN(C(=O)C2=C[C@H](c3ccc(C(F)(F)F)cc3)C[C@H](OCCCCO)O2)CC1	3%	-4%	-7%	-11	-2%	2%	2	1%
COCCn1c(SCC(=O)Nc2ccc(Cl)cn2)nnc1-c1ccncc1	9%	-21%	22%	1	0%	7%	6	1%
CCCOc1ccc(C(=O)CCN2CCN(C(=O)OCC)CC2)cc1	13%	-6%	9%	-7	-22%	9%	-26	-11%
OC(COc1ccccc1)CN1CCCC1 (stereo unspecified)	0%	-1%	-3%	-11	4%	-30%	-6	21%

Arranged by formula weight (descending): some entries from above
SMILES	EPAC2 agonist	TDP43 rescue	EPAC2 antag	DRD3 agonist	Abeta rescue	FUS suppressor	D3 antag	aSyn rescue
COc1cccc(N2CCN(c3ncnc4c3c(-c3ccccc3)cn4-c3ccc(C)cc3)CC2)c1	.	13%	.	4	-2%	1%	.	.
Cc1oc2nc(SCC(=O)N3CCCCC3)nc(N)c2c1C	-8%	5%	0%	-14	20%	2%	-7	1%
CNc1cccc(-c2ccc(C(=O)N3CCOCC3)cc2)n1	3%	2%	10%	2	-5%	-23%	5	-6%
CN(C)C(=O)CN1CCN(C(=O)CCl)CC1	-1%	14%	6%	-2	10%	-8%	11	-4%
